GRP78 ERSR act – qHTS for Inducers of the Endoplasmic Reticulum Stress Response (ERSR) in Human Glioma: qHTS. actives 0.02% (n = 420,000). Potency, µM, inactives show at the highest dose activation, usual class: activators. U87-MG GRP78 promoter luciferase reporter, 16 h; further: potency means the concentration at half of the fitted maximal effect; series mostly up to about 76 µM; % of control where 0% means no effect; nearly all actives have a fitted effect of over 35% in size
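ERSR induction read as luciferase luminescence (Bright-Glo, 10 min at room temperature) in stably transfected human U87-MG glioma cells exposed to compounds for 16 h, using GRP78 as sensor.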
Vif-APOBEC3F blk – qHTS for Inhibitors of Vif-A3F Interactions: qHTS; Potency, µM (doses to about 46.1 µM), without a hit: top-dose activity, negative = active; HeLa A3F-eYFP + Vif (tagged APOBEC3F with the HIV-1 protein that degrades it), YFP fluorescence increase; actives 0.2% (n = 390,000); further: potency means the concentration at half of the fitted maximal effect; % of control where 0% means no effect; nearly all actives have a fitted effect of over 65% in size
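HeLa cells stably expressing Vif plus C-terminally eYFP-tagged A3F were seeded, incubated overnight at 37 deg C, dosed with compound, incubated overnight again at 37 deg C. Yellow fluorescence (Ex 488/Em 500-530) reported blocked Vif-mediated A3F-eYFP degradation.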
USP1-UAF1 inh – Inhibitors of USP1/UAF1: Primary Screen; Ubiquitin carboxyl-terminal hydrolase 1 (Homo sapiens), O94782; recombinant USP1/UAF1, Ub-Rhodamine cleavage fluorescence; Potency, µM (titrated, usually from 57.1 µM), for the others: top-dose activity change, negative = inhibition, most hits filed as inhibitors; actives 0.23% (n = 390,000); further: potency means the concentration at half of the fitted maximal effect; on the % scale 0 is the no-effect control and ±100 the full control effect; nearly all actives have a fitted effect of over 60% in size; inactives centre near -12
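USP1/UAF1 complex at 1 nM was preincubated with compound for 15 min at room temperature, then Ub-Rho substrate (150nM final) was added. Fluorescence (480/540 nm) was read kinetically, 6 reads every 60 seconds.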
Vif-APOBEC3G blk – qHTS for Inhibitors of Vif-A3G Interactions: qHTS; AID 602310, 2012; actives 0.076% (n = 410,000); DNA dC->dU-editing enzyme APOBEC-3G (Homo sapiens), Q9HC16; HeLa A3G-eYFP + Vif (tagged APOBEC3G with the HIV-1 protein that degrades it), YFP fluorescence, overnight; Potency, µM (top dose mostly 46.1 µM), without a hit: at the highest dose activity, negative = active, usual class: inhibitors;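 further: potency means the concentration at half of the fitted maximal effect; on the % scale 0 is the no-effect control and ±100 the full control effect; nearly all actives have a fitted effect of over 60% in size; hits raise eYFP signal because A3G escapes Vif-driven loss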
Target sequence (Q9HC16 whole entry, looked up): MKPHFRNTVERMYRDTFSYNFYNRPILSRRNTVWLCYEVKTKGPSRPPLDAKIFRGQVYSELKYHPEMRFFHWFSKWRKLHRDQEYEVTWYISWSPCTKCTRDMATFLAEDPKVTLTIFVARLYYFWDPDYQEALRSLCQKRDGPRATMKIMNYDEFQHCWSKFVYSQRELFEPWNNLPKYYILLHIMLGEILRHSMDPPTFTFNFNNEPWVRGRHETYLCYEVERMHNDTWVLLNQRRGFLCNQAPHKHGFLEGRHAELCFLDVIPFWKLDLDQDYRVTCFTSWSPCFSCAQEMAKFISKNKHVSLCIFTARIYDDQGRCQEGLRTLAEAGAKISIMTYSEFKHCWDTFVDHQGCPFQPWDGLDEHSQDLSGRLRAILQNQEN
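Read-out is eYFP fluorescence (Ex 488/Em 500-530) from Vif-expressing HeLa A3G-eYFP cells; more signal means A3G escaped Vif-mediated degradation. Cells plated overnight, compound pinned in, incubated overnight at 37 deg C.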
IDH1 R132H inh – qHTS for Inhibitors of mutant isocitrate dehydrogenase 1 (IDH1): qHTS | Isocitrate dehydrogenase [NADP] cytoplasmic (Homo sapiens), O75874 | IDH1-R132H enzyme, NADPH consumption, diaphorase/resazurin fluorescence | actives 0.093% (n = 390,000) | Potency, µM (doses to about 76.6 µM), for inactives: at the top dose activity change, negative = inhibition, hits mostly inhibitors; further: potency means the concentration at half of the fitted maximal effect; on the % scale 0 is the no-effect control and ±100 the full control effect; nearly all actives have a fitted effect of over 65% in size
Target sequence (O75874 whole entry R132H, stated change not applied): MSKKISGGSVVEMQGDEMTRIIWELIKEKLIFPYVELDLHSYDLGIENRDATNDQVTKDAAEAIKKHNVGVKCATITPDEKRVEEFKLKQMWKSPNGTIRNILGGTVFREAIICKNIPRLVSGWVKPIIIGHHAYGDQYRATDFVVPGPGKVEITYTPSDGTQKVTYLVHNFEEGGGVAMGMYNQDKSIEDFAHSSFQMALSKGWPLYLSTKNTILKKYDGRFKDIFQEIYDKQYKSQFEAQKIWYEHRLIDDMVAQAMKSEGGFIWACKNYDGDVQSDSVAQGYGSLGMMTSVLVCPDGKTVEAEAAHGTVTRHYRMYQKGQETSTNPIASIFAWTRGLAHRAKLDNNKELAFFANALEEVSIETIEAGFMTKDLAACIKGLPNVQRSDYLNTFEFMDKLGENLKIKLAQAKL
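IDH1-R132H (0.5 ug/mL dispensed) in pH 7.5 Tris buffer was preincubated 30 min with compound, then given a substrate mix of 0.016 mM NADPH and 2 mM alpha-KG for 80 min at room temperature; remaining NADPH was read by diaphorase/resazurin fluorescence.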
LDHA inh – qHTS assay for inhibitors of human lactate dehydrogenase; L-lactate dehydrogenase A chain (Homo sapiens), P00338; purified LDHA, NADH/diaphorase-resazurin fluorescence; stronger effect = lower value; activity change, % (values are at about 110 or 230 µM); actives 0.15% (n = 480,000); in the data active means activity change below about -30%; inconclusive means mostly about -25% to -30%;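 further: plate controls were DMSO wells for no effect and wells without enzyme for full effect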
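Human LDH5 (2 nM) was incubated with 0.06 mM NADH and 0.2 mM pyruvate for 5 min at room temperature in Tris pH 7.4. Remaining NADH was coupled through diaphorase/resazurin, and resorufin fluorescence was read at 0 and 20 min.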
TrxR1 substrate – qHTS Assay for Substrates of Mammalian Selenoprotein Thioredoxin Reductase 1 (TrxR1): qHTS; AID 588456, 2011; Potency, µM (series often up to 114 µM), for the others: top-dose activity change, negative = substrate turnover; purified TrxR1 substrate turnover, NADPH consumption readout; Thioredoxin reductase 1, cytoplasmic (Rattus norvegicus), O89049; actives 0.01% (n = 390,000); further: potency means the concentration at half of the fitted maximal effect; on the % scale 0 is the no-effect control and ±100 the full control effect; nearly all actives have a fitted effect of over 50% in size
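Rat TrxR1, dispensed at 90 nM, was prereduced with 400 uM NADPH (final) for 5 min at ~22 deg C, then incubated with compound 15 min before 400 uM selenite. A first-read NADPH fluorescence drop versus no-compound background flagged substrates.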
TrxR1 inh – qHTS Assay for Inhibitors of Mammalian Selenoprotein Thioredoxin Reductase 1 (TrxR1): qHTS | Thioredoxin reductase 1, cytoplasmic (Rattus norvegicus), O89049 | recombinant rTrxR1, NADPH fluorescence consumption, selenite substrate | Potency, µM (doses to about 114 µM), without a hit: at the top dose activity change, negative = inhibition, hits mostly inhibitors | actives 1% (n = 390,000) | AID 588453, 2011; further: potency means the concentration at half of the fitted maximal effect; on the % scale 0 is the no-effect control and ±100 the full control effect; nearly all actives have a fitted effect of over 65% in size
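Rat TrxR1 (90 nM in the dispensed reagent) was pre-reduced with 400 uM NADPH for 5 min at room temperature, then incubated with compound for 15 min. After 400 uM selenite was added, NADPH fluorescence (Ex 340/Em 450 nm) was followed for 8 min.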
RGS4 inhibitor – Inhibitors of Regulator of G Protein Signaling (RGS) 4: qHTS; Regulator of G-protein signaling 4 (Homo sapiens), P49798; Transcreener GDP fluorescence polarization, RGS4-accelerated GTP hydrolysis; Potency, µM (titrated, usually from 114 µM), for the others: at the highest dose activity change, negative = inhibition, most hits filed as inhibitors; actives 0.039% (n = 390,000); further: potency means the concentration at half of the fitted maximal effect; on the % scale 0 is the no-effect control and ±100 the full control effect; nearly all actives have a fitted effect of over 75% in size; some results filed as inactive show a strong effect at the top dose
Target sequence (P49798 whole entry, looked up): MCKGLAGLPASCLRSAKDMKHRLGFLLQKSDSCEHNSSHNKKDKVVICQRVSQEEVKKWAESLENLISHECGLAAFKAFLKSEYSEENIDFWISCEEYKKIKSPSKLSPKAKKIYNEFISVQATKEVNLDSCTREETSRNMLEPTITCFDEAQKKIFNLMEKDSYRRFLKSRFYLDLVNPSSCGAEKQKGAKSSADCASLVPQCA
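MLSMR compounds (23 nl, pin-transferred) preincubated 10 min at room temperature with a 500nM (2x) first reagent, then RGS4 at 900nM (2x) plus Transcreener GDP mix added; fluorescence polarization (620/688 nm) read before and after 90 min at 30 °C.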
An asterisk follows results filed as active; ? = inconclusive; nt = no result given; [ ] = remark or other dose. Unless noted, the call rests on the fitted dose curve; in most records, active means well fitted curve in the direction sought with a large enough effect; inconclusive means small, poorly fitted or top-dose-only effect, or another doubt; inactive means no such curve, though single readings can be large; an effect the other way counts as inactive or inconclusive.

SMILES | GRP78 ERSR act | Vif-APOBEC3F blk | USP1-UAF1 inh | Vif-APOBEC3G blk | IDH1 R132H inh | LDHA inh | TrxR1 substrate | TrxR1 inh | RGS4 inhibitor
CCc1cccc(NC(=O)C2CCCN(S(=O)(=O)c3cnc[nH]3)C2)c1 (stereo unspecified) | 7% | 1% | -21% | 1% | 7% | -7 | -5% | 11% | -10%[56.9 µM]
COc1ccccc1NC(=O)Cn1cncc1-c1ccc([N+](=O)[O-])cc1 | -8% | 5% | -13% | -22% | 2% | 15 | 13% | ? | -45%
CCN1C(=O)/C(=C/C=C2/SCCN2C)SC1=S | -1% | ? | 25µM* | ? | 3% | 14 | -11% | 3%[57.1 µM] | -3%[11.4 µM]
O=S(Cc1ccc(Cl)cc1)CC(O)(c1ccccc1)c1ccccc1 (stereo unspecified) | 1% | 2% | -21% | -1% | 6% | 0 | -2% | -5% | 11%
O=C(COC(=O)C1=COCCO1)NCc1ccc(Cl)cc1 | -2% | -3% | -15% | -1% | 18% | -7 | -5% | -3%[57.1 µM] | 5%
CCCc1cc(C(=O)N2CCCC(Cc3cccc(Cl)c3)(C(=O)OCC)C2)n(C)n1 (stereo unspecified) | 7% | -7% | -13% | 1% | 3% | -1 | 3%[57.1 µM] | 24%[57.1 µM] | -2%[56.9 µM]
O=C(CSc1ncccn1)NCc1ccc(Cl)cc1 | 6% | -4% | -13% | 1% | 1% | 3 | 6% | 5% | 4%[11.4 µM]
CN(Cc1ccncc1)C1CC(=O)N(c2ccc(F)cc2)C1=O (stereo unspecified) | -2% | 0% | -3% | 2% | -5% | -6 | -1% | 25% | 3%
COc1cc(/C=C/C(O)=C/C(=O)/C=C/c2ccc(O)cc2)ccc1O | -10% | ? | 28µM* | ? | -6% | -1 | -3%[57.1 µM] | -10%[57.1 µM] | -25%
CCOc1cccc(C(=O)NC(=S)Nc2ccccc2)c1 | 3% | -22% | -12% | -5% | 4% | 1 | -15% | 32µM* | -39%
O=C1C2C3C=CC(O3)C2C(=O)N1Nc1ccccc1 (stereo unspecified) | 0% | ? | -6% | -5% | 3% | -12 | 13%[57.1 µM] | 10%[2.29 µM] | 12%
CCCCOC(=O)C1=C(C)Nc2ncnn2C1c1ccc(OC)c(OC)c1 (stereo unspecified) | -3% | -7% | -21% | 0% | 14% | -2 | -8% | -11% | -18%
O=C(O)c1ccc(Nc2nc(-c3ccccc3)cs2)cc1 | -6% | -2% | -12% | -3% | 7% | -19 | -3%[57.1 µM] | 10%[57.1 µM] | -22%
Cc1ccc(S(=O)(=O)NNC(=O)Nc2ccc(Cl)c(Cl)c2)cc1 | -3% | -13% | -21% | 2% | 2% | -1 | 9% | 37%[activator] | -17%
COC(=O)c1cc2oc3ccccc3c2n1CC(=O)Nc1ccc(C)c(F)c1 | -3% | 1% | -1% | -2% | -22% | -1 | 12% | 32% | 18%
O=C1COc2ccc(C(=O)COC(=O)/C=C/c3ccc(Br)o3)cc2N1 | -6% | 5% | 5% | -28% | 7% | -8 | -4% | -11% | -49%
CC(C)(C)c1ccc(C(=O)OCC(=O)N2CCC(c3ccccc3)=N2)cc1 | -7% | 6% | -16% | 2% | 8% | 2 | 4% | ? | -32%
COc1ccc(-c2cc(C(F)(F)F)n3ncc(C(=O)N(C)Cc4ccccc4)c3n2)cc1 | 0% | 2% | -21% | 1% | -4% | -4 | 5%[57.1 µM] | 16%[57.1 µM] | 20%
O=C(CCN1C(=O)C2C3C=CC(C3)C2C1=O)NCCc1ccccc1 (stereo unspecified) | -2% | 1% | -17% | 1% | -4% | -6 | 2% | 11%[57.1 µM] | -29%[11.4 µM]
COc1ccccc1C(=O)Nc1ccc(S(=O)(=O)NC2=NCCCCC2)cc1 | -5% | 17% | -11% | -3% | -16% | -8 | -1% | 1% | 10%
Cc1cccc(C(=O)N/N=C/c2ccoc2)c1 | 9% | 2% | -11% | 7% | -5% | 2 | -11% | -14% | -9%
Cc1onc(-c2ccccc2)c1CNC(=O)Nc1ccccc1 | -4% | 1% | -15% | -2% | 2% | -3 | 6%[11.4 µM] | 25%[11.4 µM] | 10%
Cc1cc(C)c2c(ccc3ccccc32)n1 | -1% | 2% | -23% | 0% | 13% | -10 | 8% | -6% | 24%
Cc1ccc(SCc2nn(C)c(Cl)c2C=O)cc1 | 3% | -9% | -18% | -1% | -2% | -6 | 2%[57.1 µM] | 16% | 0%
Cc1cn(CC(=O)NCc2ccccn2)c(=O)[nH]c1=O | 1% | 3% | -27% | -3% | -14% | -5 | 1% | 12% | -14%
Cc1ccc2cc(C(c3nnnn3CC3CCCO3)N3CCc4ccccc4C3)c(=O)[nH]c2c1 (stereo unspecified) | 0% | -5% | -15% | 0% | -4% | -3 | -16% | ? | -25%
COc1ccccc1OCCC(=O)OCCN1C(=O)c2ccccc2C1=O | -2% | 4% | -14% | -5% | 7% | 2 | -3% | -4% | 26%
CC1CCc2nc(/C(C#N)=C/c3ccncc3)sc2C1 (stereo unspecified) | 12% | -17% | -24% | -2% | 6% | -6 | 18%[57.1 µM] | -3%[57.1 µM] | -11%
NC(=O)c1cc(-c2ccccc2)nc2ccc(Br)cc12 | -1% | 2% | -17% | 1% | 3% | -3 | 3% | 13% | 10%
COc1ccc(-c2nnc(-c3cc4ccccc4oc3=O)o2)cc1 | -3% | -6% | -2% | 1% | 6% | 3 | 33%[activator] | 36% | -1%
CCCN(CC(=O)Nc1ccccc1C)C(=O)c1cccc(S(=O)(=O)N2CCN(c3ccccc3)CC2)c1 | -4% | -5% | -7% | -1% | -1% | 0 | -7% | 11% | -28%
CCOC(=O)c1ccc(NC(=O)Cn2cc(C(=O)c3cccs3)c3ccccc32)cc1 | -4% | 0% | -11% | 3% | -18% | -9 | 6% | 30%[activator] | -13%
C[C@@H]1CN([C@@H](C)CO)C(=O)CCCn2nncc2CO[C@H]1CN(C)C(=O)c1ccc(N2CCN(C)CC2)cc1 | -3% | -8% | -20% | 0% | 14% | 3 | nt | nt | nt
O=C(NCc1cccnc1)Nc1cccc(C(F)(F)F)c1 | -4% | 3% | -4% | -1% | 0% | -2 | -2% | 1% | 23%
CCOC(=O)N1CCC(NC(=O)c2cc(S(=O)(=O)N3CCC4(CC3)OCCO4)ccc2F)CC1 | -2% | -5% | -12% | 1% | 1% | -15 | 6% | 10% | -23%
CCCCC1(C)NC(=O)N(CC(=O)Nc2cc(S(=O)(=O)N3CCOCC3)ccc2Cl)C1=O (stereo unspecified) | -5% | 2% | -13% | -4% | 1% | -2 | 6% | 5% | 3%
Cn1c(SCc2ccccc2)nc(N)c(N=O)c1=O | -12% | 1% | -21% | -17% | -6% | -1 | -8% | -1% | -5%
O=C(Nc1cccc2ccccc12)c1ccc(F)cc1 | 4% | 21% | -23% | -2% | -2% | -3 | 0% | 21% | -7%
CCOc1ccc(CNS(=O)(=O)c2c(C)nc3scc(C)n3c2=O)cc1OC | -1% | 6% | -6% | 0% | -13% | 0 | -12% | 4% | 23%
COc1cccc(N2CCN(C(=O)C3CCN(S(=O)(=O)c4c(C)noc4/C=C/c4ccccc4F)CC3)CC2)c1 | 1% | 1% | -1% | 8% | -12% | -7 | 2%[57.1 µM] | 25%[57.1 µM] | -7%
O=C(NCc1cccs1)Nc1cc(Cl)ccc1Cl | 0% | -6% | 1% | -3% | -5% | -18 | 6%[57.1 µM] | 5%[57.1 µM] | 12%
COc1ccc(C2(C(F)(F)F)NC(=O)N(C)C(=O)N2C)cc1 (stereo unspecified) | -3% | 1% | -16% | 5% | 7% | 4 | 6% | 11% | -9%
O=C(c1ccco1)n1nc(-c2ccco2)nc1SCc1ccccc1 | 4% | 1% | -12% | 2% | 14% | -10 | 7%[57.1 µM] | -8%[57.1 µM] | 9%

Another view of part of the listing above.
| Molecule | GRP78 ERSR act | Vif-APOBEC3F blk | USP1-UAF1 inh | Vif-APOBEC3G blk | IDH1 R132H inh | LDHA inh | TrxR1 substrate | TrxR1 inh | RGS4 inhibitor |
| --- | --- | --- | --- | --- | --- | --- | --- | --- | --- |
| Cc1ccc(SCc2nn(C)c(Cl)c2C=O)cc1 | 3% | -9% | -18% | -1% | -2% | -6 | 2%[57.1 µM] | 16% | 0% |
| Cc1cn(CC(=O)NCc2ccccn2)c(=O)[nH]c1=O | 1% | 3% | -27% | -3% | -14% | -5 | 1% | 12% | -14% |

These rows are one share of the data; the hit share may differ from the screen's.
